Screens (PubChem)
TMEM16A act – mouse TMEM16A channel activation, primary screen; 340,000 tested, 0.3% active; B-score at 10 µM; HEK293 TMEM16A/YFP-H148Q/I152L, iodide quench fluorescence; active compounds read low;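 active = fluorescence-ratio B-score plate-corrected deviation score at least 3 library SD below zero, with starting fluorescence score within 5 deviations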;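 also: channel opened by trigger with iodide after compound preincubation; score built on the fluorescence ratio of max minus min over baseline; more negative score means more quench and so TMEM16A activation or potentiation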
Target sequence (Q8BHY3 whole entry, looked up): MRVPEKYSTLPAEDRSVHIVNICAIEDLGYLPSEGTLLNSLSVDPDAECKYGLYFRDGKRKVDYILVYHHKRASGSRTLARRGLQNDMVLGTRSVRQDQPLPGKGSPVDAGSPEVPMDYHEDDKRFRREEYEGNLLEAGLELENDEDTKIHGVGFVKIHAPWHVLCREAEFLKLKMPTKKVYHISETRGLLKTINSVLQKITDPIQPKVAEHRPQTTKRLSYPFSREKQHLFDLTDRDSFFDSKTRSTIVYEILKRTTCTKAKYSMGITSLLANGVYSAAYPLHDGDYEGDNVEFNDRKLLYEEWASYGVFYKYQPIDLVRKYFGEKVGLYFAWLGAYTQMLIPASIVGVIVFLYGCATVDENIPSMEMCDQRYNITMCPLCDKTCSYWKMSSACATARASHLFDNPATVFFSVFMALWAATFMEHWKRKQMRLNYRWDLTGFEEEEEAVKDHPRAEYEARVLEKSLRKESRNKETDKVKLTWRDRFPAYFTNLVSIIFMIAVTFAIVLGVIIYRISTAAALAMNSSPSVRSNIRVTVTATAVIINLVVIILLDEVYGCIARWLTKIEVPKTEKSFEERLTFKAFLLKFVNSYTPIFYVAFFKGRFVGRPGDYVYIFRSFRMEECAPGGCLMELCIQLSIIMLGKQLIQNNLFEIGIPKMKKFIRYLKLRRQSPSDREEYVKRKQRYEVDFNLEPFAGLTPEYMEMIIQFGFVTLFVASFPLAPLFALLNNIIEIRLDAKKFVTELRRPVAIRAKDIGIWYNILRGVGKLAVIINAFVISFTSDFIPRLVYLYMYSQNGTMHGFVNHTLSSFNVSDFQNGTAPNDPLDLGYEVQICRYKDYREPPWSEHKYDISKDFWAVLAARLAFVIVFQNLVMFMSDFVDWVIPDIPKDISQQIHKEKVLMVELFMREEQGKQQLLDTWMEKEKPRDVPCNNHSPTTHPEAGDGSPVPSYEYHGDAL
Calls only; i = inactive. Some of the compounds tested; rates above refer to the full screens.

Start of the data: the first five compounds (preview)
Compound	TMEM16A act
COc1cc(CCC(=O)OCC(=O)Nc2sccc2C(N)=O)cc(OC)c1OC	i
COCCN(C(=O)COC(=O)CSc1ccc(Cl)cc1)c1c(N)n(CC(C)C)c(=O)[nH]c1=O	i
CC(=O)Nc1ccc2c(c1Br)Cc1ccccc1-2	i
CC(=NNS(=O)(=O)c1ccc([N+](=O)[O-])cc1)c1ccc(C)cc1	i
COc1ccc(NC(=O)Nc2cc(C)ccn2)cc1	i

The whole of this part (from the top)
Compound	TMEM16A act
COc1cc(CCC(=O)OCC(=O)Nc2sccc2C(N)=O)cc(OC)c1OC	i
COCCN(C(=O)COC(=O)CSc1ccc(Cl)cc1)c1c(N)n(CC(C)C)c(=O)[nH]c1=O	i
CC(=O)Nc1ccc2c(c1Br)Cc1ccccc1-2	i
CC(=NNS(=O)(=O)c1ccc([N+](=O)[O-])cc1)c1ccc(C)cc1	i
COc1ccc(NC(=O)Nc2cc(C)ccn2)cc1	i
O=C1CCCc2c1ccc1ccccc21	i
O=C(OCCOc1ccc(F)cc1)c1ccc(S(=O)(=O)N2CCCC2)cc1	i
CC[N+]1(C)CCC(O)(/C=C/c2ccccc2)C(C(=O)/C=C/c2ccccc2)C1 (stereo unspecified)	i
CSCCC(=O)Nc1nc(-c2ccccn2)cs1	i
Cc1cc(C(=O)COC(=O)c2cc(O)c3ccccc3c2O)c(C)n1CC1CCCO1 (stereo unspecified)	i
Cn1c(N)c(C(=O)COC(=O)CC(NC(N)=O)c2ccc(Cl)cc2)c(=O)n(C)c1=O (stereo unspecified)	i
CN1C[C@@H]2[C@@H]3C(=O)N(C)C(=O)[C@@H]3[C@](C)(C1=O)N2C(=O)c1ccc(Cl)c(Cl)c1	i
Cc1cccc(C)c1NC(=O)CNC(=O)c1ccc2c(c1)NC(=O)CS2	i
NCCC1CN(C(=O)OCc2ccccc2)c2ccccc21 (stereo unspecified)	i
CC(C)c1ccc(S(=O)(=O)N2CCN(C(=O)[C@@H]3CCCN3C(=O)c3cccs3)CC2)cc1	i
O=C(NNCc1ccccc1)c1ccccc1	i
COc1ccccc1C(=O)OCC(=O)N1CCC(Cc2ccccc2)CC1	i
Cc1cccc(NC(=O)CSCC(=O)Nc2ccc(S(=O)(=O)N3CCCCC3)cc2)c1	i
COc1ccc(C(=O)COC(=O)CCN2C(=O)C3CC=CCC3C2=O)c(OC)c1 (stereo unspecified)	i
CC1CCCC(NC(=O)c2cc(-c3ccncc3)nc3ccccc23)C1C (stereo unspecified)	i

(next part)
Compound	TMEM16A act
Brc1cc2c(cc1C1OCCO1)OCO2	i
NCC[C@H](O)C(=O)N[C@@H]1C[C@H](N)[C@@H](O[C@H]2O[C@H](CN)[C@@H](O)[C@H](O)[C@H]2O)[C@H](O)[C@H]1O[C@H]1O[C@H](CO)[C@@H](O)[C@H](N)[C@H]1O	i
CCOc1ccc(NC(=O)CN(C)C(=O)C2CCCO2)cc1OCC (stereo unspecified)	i
CN(C)/C(=C\C(=O)c1ccccc1)C(=O)c1ccccc1	i
COc1ccc(N2CCN(C(=O)COC(=O)[C@@H](NC(=O)c3c(F)cccc3F)C(C)C)CC2)cc1	i
O=c1cc(S(=O)(=O)Cc2ccccc2)[nH]c(=O)[nH]1	i
COc1ccc(C(=O)NCC(=O)OCc2ccc(Cl)cc2Cl)cc1OC	i
CC(OC(=O)c1cccc(S(=O)(=O)N2CCCCC2)c1)C(=O)NCC1CCCCC1 (stereo unspecified)	i
O=C(NCCNCc1cccc(Cl)c1)c1ccco1	i
O=C(c1ccccc1)N1CCOC(O)(c2ccccc2)C1c1ccccc1 (stereo unspecified)	i
CCCNC(=O)C1CN(S(=O)(=O)c2ccc(Cl)s2)c2ccccc2O1 (stereo unspecified)	i
c1ccc(OCCN2CCNCC2)cc1	i
CCN(C(=O)COC(=O)c1cc2c(s1)CCC(C)C2)c1c(N)n(Cc2ccccc2)c(=O)[nH]c1=O (stereo unspecified)	i
O=C(NNC1CCN(Cc2ccccc2)CC1)c1ccccc1	i
COc1cc(OC)cc(C(=O)NCC(=O)OCc2ccc(Cl)c(Cl)c2)c1	i
CCCCn1cnc2c(SCc3ccccc3F)nc(N)nc21	i
COC(C(=O)C(O)C(C)O)C1Cc2cc3cc(OC4CC(OC5CC(O)C(O)C(C)O5)C(O)C(C)O4)c(C)c(O)c3c(O)c2C(=O)C1OC1CC(OC2CC(OC3CC(O)C(OC)C(C)O3)C(O)C(C)O2)C(O)C(C)O1 (stereo unspecified)	i
COc1ccccc1N(C)S(=O)(=O)c1ccc(C(=O)Nc2cccc(S(=O)(=O)N3CCOCC3)c2)cc1	i
CN(C(=O)c1cccc(NC(=O)Cc2ccc(NC(=O)C3CCCN(C(=O)C4CCCCC4)C3)cc2)c1)C1CCC1 (stereo unspecified)	i
Oc1[nH]c2ccccc2c1N=Nc1ccccn1	i

Carrying on:
Compound	TMEM16A act
CN(CC(=O)Nc1ccccc1Br)C(=O)c1ccccc1OCc1ccccc1Cl	i
COc1ccc(C(=O)c2ccc(C)cc2)c(OC)c1OC	i
CCOc1ccc(NC(=O)CN(C)C(=O)c2cccnc2Sc2ccc(C)cc2C)cc1OCC	i
Cc1ccc(NC(=O)CN2C(=O)S/C(=C/c3ccc(O)c([N+](=O)[O-])c3)C2=O)cc1C	i
CCOC(=O)C1CCN(C(=O)COC(=O)c2oc3ccc(OC)cc3c2C)CC1	i
COc1cc2oc(=O)cc(-c3ccc(-c4ccc(OC(F)(F)F)cc4)cc3)c2c(OC)c1OC	i
O=C(OCCOc1ccccc1Cl)c1cc(S(=O)(=O)N2CCCCC2)ccc1N1CCOCC1	i
CC(C)Cn1c(N)c(C(=O)CSc2nnnn2-c2ccc(Cl)cc2)c(=O)n(C)c1=O	i
O=C(O)C(CCc1ccccn1)c1ccccc1 (stereo unspecified)	i
CCN(CC)S(=O)(=O)c1ccc(N2CCOCC2)c(NC(=O)CN2C(=O)NC3(CCCC3)C2=O)c1	i
Cc1ccc2nc(SCc3nnc(-c4ccccc4[N+](=O)[O-])o3)c(C#N)cc2c1	i
CCN(CC)Cc1cc(Nc2c3ccccc3nc3c4ccccc4n(C)c23)cc(CN(CC)CC)c1O	i
N#Cc1ccc(C(=O)OCC(=O)N2CCCCCC2)cc1	i
OC(COc1ccccc1)CN1CCN(c2cccc(Cl)c2)CC1 (stereo unspecified)	i
Cc1cccc2nnc(-c3ccccc3)n12	i
Cc1sc2ncnc(N3CCC(C(=O)N4CC(C)SC4=Nc4ccc(Cl)cc4)CC3)c2c1C (stereo unspecified)	i
CCN(Cc1nc2ccccc2c(=O)[nH]1)C(=O)COc1ccccc1Cc1ccccc1	i
Fc1ccc(-c2nnc(CN3CCC(c4nc5ccccc5s4)CC3)o2)cc1	i
CC(C)(C)C(=O)NCc1ccc(C(=O)CN2C(=O)NC3(CCCC3)C2=O)s1	i
CCCCCCCCCCCCCCC(O)C[N+](C)(CCO)CCO (stereo unspecified)	i

The listing continues:
Compound	TMEM16A act
O=C(O)c1cc(C(=O)O)cc(-c2ccc(/C=c3/sc4nc5ccccc5n4c3=O)o2)c1	i
COc1cc(/C=C/C(=O)OCC(=O)Nc2cc(C)on2)ccc1OCC#N	i
CCN(c1ccccc1)S(=O)(=O)c1cc(C(=O)NCc2ccccn2)ccc1C	i
COc1cccc(C(C)=C2SC(=S)NC2=O)c1	i
CC1CCC(=NNS(=O)(=O)c2ccc([N+](=O)[O-])cc2)CC1 (stereo unspecified)	i
CCN(CC(=O)Nc1ccccc1OC)C(=O)CN1C(=O)NC(C)(c2ccc3ccccc3c2)C1=O (stereo unspecified)	i
Cc1ccc(S(=O)(=O)N2CCSCCSCCSCCSCC2)cc1	i
O=S(=O)(c1ccc(F)cc1F)N1CCN(CCO)CC1	i
CCOC(=O)c1c(C)[nH]c(C(=O)OCC(=O)N(CC)c2c(N)n(Cc3ccccc3)c(=O)[nH]c2=O)c1C	i
N#Cc1ccc(CN2CCN(C(=O)CN3C(=O)NC4(CCCC4)C3=O)CC2)cc1	i
CCOC(=O)C1=C(C(=O)OCC)c2ccc(OC)c(OC)c2C1	i
COc1ccccc1NS(=O)(=O)c1cc(NC(=O)c2ccccc2C)ccc1N1CCOCC1	i
NC(=O)C1CCCN1Cc1ccc2c(c1)OCO2 (stereo unspecified)	i
O=C1C(Cl)=C(O)C2(Cl)C(Cl)=C(Cl)C12Cl (stereo unspecified)	i
Nc1ccc(C=C2C=Cc3ccccc32)cc1	i
O=C(O)C1CCN(c2ccc(S(=O)(=O)N3CCCCC3)cc2[N+](=O)[O-])CC1	i
CN(Cc1ccccc1)CC(O)CN(C)Cc1ccccc1	i
CC(=O)Nc1ccc(SC(Sc2ccc(NC(C)=O)cc2)c2ccccc2)cc1	i
Cc1ccc2c(c1)CCCN2C(=O)c1cc(C)c(C)s1	i
CC(OC(=O)[C@@H](NC(=O)OCc1ccccc1)C(C)C)C(=O)Nc1ccc(N2CCOCC2)cc1 (stereo partly specified)	i

Ordered by length of the SMILES (falling): three of the compounds above
Compound	TMEM16A act
CC(OC(=O)[C@@H](NC(=O)OCc1ccccc1)C(C)C)C(=O)Nc1ccc(N2CCOCC2)cc1 (stereo partly specified)	i
N#Cc1ccc(CN2CCN(C(=O)CN3C(=O)NC4(CCCC4)C3=O)CC2)cc1	i
CCOC(=O)C1=C(C(=O)OCC)c2ccc(OC)c(OC)c2C1	i

(list continues)
Compound	TMEM16A act
CCOC(=O)C1C(C(=O)OC)=C(c2ccc(OC)cc2)c2ccccc2N1S(=O)(=O)C(F)(F)F (stereo unspecified)	i
CCOC(=O)c1c(NC(=O)C2CCCN2S(=O)(=O)c2cccc3nsnc23)sc(C)c1C (stereo unspecified)	i
N#CC1(Nc2cccc(Cl)c2)CCCC1	i
C(=Nc1ccccc1)c1ccc[nH]1	i
O=C(OCC#CCSc1nnc(-c2ccncc2)o1)c1sc2ccccc2c1Cl	i
CCOC(=O)/C(=N\Nc1ccc(Br)cc1)N1CCN(c2ccccc2OC)CC1	i
CCCC1(CC)C(=O)NC(=O)N=C1N (stereo unspecified)	i
S=C(S)OC1CC2CC1C1CCCC21 (stereo unspecified)	i
Cc1ccc(C(C)C)c(OCC(=O)Nc2ccc(N3CCOCC3)cc2N2CCOCC2)c1	i
CC(OC(=O)c1ccc(Br)o1)C(=O)Nc1ccc2c(c1)OCCO2 (stereo unspecified)	i
COc1cc(C2c3cc4c(cc3OC(NCCc3ccccc3)C2C)OCO4)cc(OC)c1OC (stereo unspecified)	i
NC(=N\N=Cc1ccco1)/C(N)=N/N=Cc1ccco1	i
O=C(c1ccccc1)c1ccc2ccccc2c1	i
Cc1ccc(C(C)C)cc2c(C)ccc1-2	i
COc1cccc(CN(C)C(=O)c2cccc(S(=O)(=O)N3CCN(Cc4ccccc4)CC3)c2)c1OC	i
CN(CC(=O)Nc1ccc(Cl)c(C(F)(F)F)c1)C(=O)c1ccc(S(=O)(=O)N2CCOCC2)cc1	i
Cc1ccccc1OCC(=O)OCC(=O)Nc1ncc(Cl)c(C)c1Cl	i
Cc1cccc(NS(=O)(=O)c2ccc(C)c(C(=O)NCCCN3CCOCC3)c2)c1	i
FC(F)C(F)(F)Oc1cccc(-c2n[nH]c(=S)n2Cc2ccccc2)c1	i
COc1cc(/C=C/C(=O)OCC(=O)NC(=O)NC2CCCC2)ccc1OCC#N	i

Gathered by group, the entries above with a CF3 group.
Compound	TMEM16A act
COc1cc2oc(=O)cc(-c3ccc(-c4ccc(OC(F)(F)F)cc4)cc3)c2c(OC)c1OC	i
CCOC(=O)C1C(C(=O)OC)=C(c2ccc(OC)cc2)c2ccccc2N1S(=O)(=O)C(F)(F)F (stereo unspecified)	i
CN(CC(=O)Nc1ccc(Cl)c(C(F)(F)F)c1)C(=O)c1ccc(S(=O)(=O)N2CCOCC2)cc1	i

Following part:
Compound	TMEM16A act
CC(=O)N1CCN(S(=O)(=O)c2cccc(C(=O)NNC(=O)c3ccc(Br)cc3)c2)CC1	i
O=C(NC(c1ccccc1)c1ccccc1)c1ccccc1	i
CCOc1ccc(S(=O)(=O)N2CCN(CN3C(=O)CC4(CCCC4)C3=O)CC2)cc1	i
COc1cc(OC)cc(C(=O)NC(C(=O)OCn2nnc3ccccc3c2=O)C(C)C)c1 (stereo unspecified)	i
CC(OC(=O)C1=COCCO1)C(=O)c1ccc(C(C)(C)C)cc1 (stereo unspecified)	i
CCN1C(=O)/C(=C\C=C\c2ccccc2[N+](=O)[O-])SC1=S	i
CCOC(=O)C1=CN(CC)S(=O)(=O)NC1c1ccc2ccccc2c1 (stereo unspecified)	i
COc1ccc(C(CNC(=O)COc2ccccc2)N2CCCCC2)cc1 (stereo unspecified)	i
Cc1c(C=C(C#N)c2ccc([N+](=O)[O-])cc2)c(=O)n(-c2ccccc2)n1C	i
Clc1ccc(-n2cnc3c(Cl)ncnc32)cc1Cl	i
Cn1c(N)c(NC(=S)NC2CCCCC2)c(=O)n(C)c1=O	i
Cc1noc(NS(=O)(=O)c2ccc(NC(=O)c3cc(F)c(F)c(F)c3F)cc2)c1C	i
O=C(Nc1ccc(Cl)cc1)P(=O)(O)c1ccccc1	i
CN(CC(=O)Nc1ccc(F)cc1)C(=O)COC(=O)c1cc(Br)c(Br)s1	i
CC(C)N1CCOC1c1ccccc1 (stereo unspecified)	i
CCCCn1cnc2c(Sc3c([N+](=O)[O-])ncn3C)nc(N)nc21	i
CN(C)S(=O)(=O)c1cccc(NC(=O)COc2ccccc2C(=O)NCc2ccccc2)c1	i
CC(C)(C)c1ccc(NC(=O)CON=C(N)c2ccccc2)cc1	i
